Rpn11 inh: Rpn11 (human) deubiquitinase inhibition. O00487. calls only at 20 µM. 360,000 tested, 0.59% active. human 26S proteasome, Ub4-pepOG fluorescence polarization; 20S core pre-blocked with epoxomicin;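 active = inhibition at 20 µM, scaled to each plate's controls, above about 33%, limit read from the data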
NadD block: blocks S. aureus nicotinate mononucleotide adenylyltransferase. 360,000 tested, 0.78% active. purified NadD enzyme, colorimetric absorbance read-out. inhibition, % at 20 µM; in the data active = inhibition above about 26%; note: some compounds past the cut are filed as inactive
MsrA inh: bovine MsrA inhibition | inhibition, % at 15.5 µM | AID 651718 | purified bovine MsrA, absorbance read-out | 360,000 tested, 0.75% active; in the data active = inhibition above about 4.5%;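 note: 0% = vehicle wells with enzyme and 100% = reference inhibitor wells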
DNMT1 inh: blocks human DNA methyltransferase DNMT1; DNMT1 molecular beacon, Hinp1I cleavage, fluorescence; inhibition (reported as % activation of signal), % at 10 µM; 360,000 tested, 0.83% active; in the data active = inhibition above about 50%
LMPTP inh: blocks human LMPTP phosphatase | AID 651560 | recombinant LMPTP-A, OMFP fluorogenic substrate, fluorescence intensity | 360,000 tested, 0.22% active | inhibition, % at 20 µM;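 active = compounds that cut the enzyme signal by at least half of the control window in the single-dose screen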;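 note: plate controls were DMSO wells with enzyme plus substrate for no effect and substrate without enzyme for full effect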
Target sequence (P24666 whole entry, looked up): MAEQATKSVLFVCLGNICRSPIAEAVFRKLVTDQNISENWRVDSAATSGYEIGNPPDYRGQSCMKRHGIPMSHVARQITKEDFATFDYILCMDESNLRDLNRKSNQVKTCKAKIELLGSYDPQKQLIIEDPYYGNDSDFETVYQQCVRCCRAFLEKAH
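Test system: LMPTP-A phosphatase enzyme; input: 0.625 nM LMPTP-A final; reagent: OMFP substrate, 400 µM final; compound dosing: 20 µM single dose, 3% DMSO; incubation: 50 min dark incubation at room temperature; measured by: endpoint fluorescence intensity from OMFP dephosphorylation; measure: % inhibition relative to no-enzyme and uninhibited control wells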
SUMO1-SIM PPI: modulators of human SUMO1-mediated protein-protein interactions | AID 602429 | P63165 | inhibition, % at 20 µM | SUMO1 binding to a labelled peptide, TR-FRET, 1 h | 360,000 tested, 0.33% active; in the data active = inhibition above about 37%
STEP block: STEP (human) phosphatase inhibition | P54829 | recombinant STEP, OMFP fluorogenic substrate, fluorescence | inhibition, % at 20 µM | 360,000 tested, 0.25% active;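 active = inhibition at 20 µM, scaled per plate between control wells, above about 37%, limit read from the data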;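 note: 0% = DMSO with enzyme and substrate and 100% = substrate only without enzyme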
Target sequence (P54829 whole entry, looked up): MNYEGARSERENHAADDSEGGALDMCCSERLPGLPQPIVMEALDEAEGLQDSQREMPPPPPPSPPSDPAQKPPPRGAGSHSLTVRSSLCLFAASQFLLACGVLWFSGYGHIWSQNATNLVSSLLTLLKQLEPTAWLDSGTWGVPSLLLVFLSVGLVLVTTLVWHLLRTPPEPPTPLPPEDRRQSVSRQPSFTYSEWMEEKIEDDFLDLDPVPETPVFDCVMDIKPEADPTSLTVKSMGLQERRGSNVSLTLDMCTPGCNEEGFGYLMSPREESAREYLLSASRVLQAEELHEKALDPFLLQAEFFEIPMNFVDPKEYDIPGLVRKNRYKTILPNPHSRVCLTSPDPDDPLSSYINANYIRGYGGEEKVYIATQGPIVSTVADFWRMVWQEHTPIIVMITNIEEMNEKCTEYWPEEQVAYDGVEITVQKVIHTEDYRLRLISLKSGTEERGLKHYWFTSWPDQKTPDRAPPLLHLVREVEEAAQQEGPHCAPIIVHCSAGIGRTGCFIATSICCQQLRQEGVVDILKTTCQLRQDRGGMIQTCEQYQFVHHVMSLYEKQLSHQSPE
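System: isolated STEP enzyme; schedule: 20 min enzyme reaction at room temperature, protected from light; medium: Bis-Tris buffer pH 6.0, 2.5 mM DTT, 0.005% Tween 20; signal: fluorescence, 480/540 nm; dosing: single compound dose of 20 µM, 1% DMSO final; also added: OMFP substrate, 25 µM final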
CSN inh: inhibitors of human CSN-mediated cullin deneddylation. Purified CSN, SCF-Nedd8-OG deneddylation, fluorescence polarization. inhibition, % at 12.5 µM. 360,000 tested, 0.38% active;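 active = pattern-corrected inhibition above about 35%, with an unprinted fluorescence ratio check between 0.5 and 1.5, limit read from the data, passing the limit was not always enough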;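 note: 0% = enzyme with substrate and 100% = substrate without enzyme; some results filed as inactive read as strong as hits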
Target sequence (Q92905 whole entry, looked up, one chain of several): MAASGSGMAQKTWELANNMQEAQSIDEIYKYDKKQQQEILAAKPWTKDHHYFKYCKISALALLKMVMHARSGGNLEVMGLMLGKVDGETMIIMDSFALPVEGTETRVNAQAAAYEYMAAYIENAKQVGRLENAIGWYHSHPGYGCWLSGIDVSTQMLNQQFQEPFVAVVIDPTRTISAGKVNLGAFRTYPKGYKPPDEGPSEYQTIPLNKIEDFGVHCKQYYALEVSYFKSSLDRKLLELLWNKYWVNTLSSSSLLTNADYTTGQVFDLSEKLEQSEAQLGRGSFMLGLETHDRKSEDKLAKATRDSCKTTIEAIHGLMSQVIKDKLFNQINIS
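Assay system: HEK293T-derived human Csn5 enzyme; quantity: 0.24 nM enzyme; medium: Tris/NaCl/DTT buffer, pH 7.5; also added: substrate SCFSkp2-Nedd8OG, 10 nM; doses: 12.5 µM compound; schedule: 90 min reaction at room temperature; signal: FP; read-out: % inhibition of substrate cleavage by Csn5; benchmarks: substrate-only high control, full reaction low control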
Scp1 inh: blocks human Scp-1 phosphatase activity; 340,000 tested, 0.88% active; inhibition, % at 20 µM; AID 493091; Recombinant Scp1, phosphopeptide, malachite green phosphate absorbance; Q9GZU7;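 active = inhibition above about 50% at 20 µM, limit read from the data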;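 note: plate controls were DMSO wells with enzyme for no effect and wells lacking enzyme for full effect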
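Test system: SCP-1 phosphatase catalytic domain, residues 76-261 | Compound dosing: One concentration, 20 µM, with 1.0% DMSO | Schedule: 45 min room-temperature reaction, 5 min colour, 30 min stabiliser | Detection: Absorbance at 630 nm | Read-out basis: % inhibition of SCP-1 phosphate liberation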
TbMetRS inhib: Trypanosoma brucei MetRS inhibition. 360,000 tested, 0.4% active. inhibition, % at 11.9 µM. purified T. brucei MetRS, ATP depletion, Kinase-Glo luminescence. AID 624268;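 active = inhibition above a per-plate cutoff of the control wells' mean inhibition plus 3 SD, cut at about 5.5% in these data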;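 note: 0% = DMSO wells median and 100% = median of wells with control inhibitor compound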
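Assay system: T. brucei methionyl-tRNA synthetase, purified | Medium: HEPES buffer with MgCl2, KCl, DTT, spermine, BSA, pyrophosphatase | Compound: 11.9 µM single point | Incubation: 15 min enzyme-compound preincubation, 2 h reaction, 10 min detection, 25 °C | Measured by: Kinase-Glo luciferase luminescence reporting remaining unconsumed ATP | Measure: % inhibition normalized to control-well medians | Replication: Singlicate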
The depositor's hits bear a star; i = inactive; / = no result given. No enrichment for hits; overall some 3.9% were active at least once.

SMILES	Rpn11 inh	NadD block	MsrA inh	DNMT1 inh	LMPTP inh	SUMO1-SIM PPI	STEP block	CSN inh	Scp1 inh	TbMetRS inhib
Cc1cc(O)ccc1Nc1nc(-c2sc(N)nc2C)cs1	i	15	0.9	-40	2.4	14	-1	10	-4	0.0
COc1cc(NC(=O)C(=O)N2CCN(C)CC2)c(OC)cc1Cl	i	-2	-0.1	0	1.4	2	0	1	-3	-0.1
O=C(Cn1cnc(S(=O)(=O)N2CCOCC2)c1)Nc1ccc(OC(F)(F)F)cc1	i	0	0.2	1	-0.3	-3	0	0	-3	0.1
COC(=O)c1c(NC(=O)CN2CCCc3ccccc32)sc(C)c1C	i	-7	-0.1	-3	3.3	-1	0	2	-8	-0.4
CC1CCN(S(=O)(=O)c2cc([N+](=O)[O-])ccc2Cl)CC1	i	-6	1.3	3	-0.1	-24	2	1	-4	2.0
c1ccc(CNc2nc(NCc3ccco3)nc(N3CCOCC3)n2)cc1	i	-5	-1.4	1	-0.5	0	-1	-4	-7	0.0
COc1ccccc1CNC(=O)C(=O)NCC1OCCN1C(=O)c1ccc(Cl)cc1 (configuration not stated)	i	-4	1.2	-3	-1.1	3	-1	-1	6	-0.7
CCN(CC)CCCn1c2c(c(SCC(=O)N3CCCc4ccccc43)nc1=O)CCC2	i	0	-0.2	1	0.6	-1	2	1	9	-0.3
Cc1ccn2c(-c3n[nH]c(=S)n3C)c(C)nc2c1	i	-3	0.3	8	-2.5	7	1	-10	0	-1.1
Cc1nnc(SCC(=O)Nc2nc3ccccc3s2)n(N)c1=O	i	-2	1.5	-1	-0.2	-1	0	1	-3	-1.2
c1ccc(-c2ccnc3nc(-n4cccc4)nn23)cc1	i	-6	1.1	-6	0.9	-2	-3	1	-2	-0.6
CN(CC(=O)O)S(=O)(=O)c1cc(Cl)ccc1Cl	i	7	1.8	-3	-0.8	-2	0	3	-4	-1.2
CCc1c(O)cc(=O)n(-c2ccccc2)c1-c1ccccc1	i	10	-0.5	58*	-23	5	4	3	7	0.0
COc1ccc(-c2c(-c3ccsc3)oc3ccc(N4CCOCC4)cc23)cc1	i	7	1.5	-7	3.3	-7	1	-7	6	-0.2
Cc1nn(-c2ccccc2)c2sc(C(=O)n3cccn3)cc12	i	-10	1.8	23	-0.3	-4	-2	0	-6	0.0
COc1ccc(-c2nnc(SCC(=O)N3CCOCC3)o2)cc1	i	2	-0.1	0	0.8	0	3	-1	-6	-0.2
CC(Oc1ccc(Br)cc1)C(=O)Nc1nc(-c2ccccn2)cs1 (configuration not stated)	i	8	1.1	1	7.5	-2	5	2	-2	-0.4
CCc1nc2c(OCc3ccc(C#N)cc3)cccn2c1N(C)C(=O)C(C)C	i	-4	-0.3	-3	3.9	-1	1	2	/	-0.1
COC(=O)c1cc(CNC(=O)c2ccccc2Cl)ccc1OC	i	-4	0.0	0	0.2	3	1	-5	1	-1.2
Clc1ccc(CSc2nnc(-c3ccc4c(c3)OCO4)o2)cc1	i	1	0.6	-3	2.1	1	2	-3	-18	-0.5
Cc1c2cnn(CC(=O)NCCCN3CCCCC3)c(=O)c2c(C)n1Cc1ccccc1	i	-6	-0.1	-2	1.8	-30	-3	6	-8	0.2
CC(=O)Nc1ccc(C)c([N+](=O)[O-])c1	i	-1	1.2	2	-0.1	-3	-1	-8	-9	-0.3
O=Cc1c(-c2ccccc2)cc2oc3ccccc3cc1-2	i	-1	/	-3	2.3	-23	2	2	-4	-0.6
CCOC(=O)c1ccc(NC(=O)c2ccccc2)cc1	i	-4	0.1	3	-1.3	2	-5	3	-7	-0.6
Cc1ccc(SC(C)C(=O)Nc2ccc(S(=O)(=O)N3CCOCC3)cc2)cc1 (configuration not stated)	i	-1	-0.4	-7	-0.7	0	-2	2	-10	-0.3
O=C(/C=C/Nc1ccc(OC(F)(F)F)cc1)C(F)(F)F	i	5	2.0	1	-0.1	-8	-2	2	-2	-0.9
CCOc1ccc(C(C(=O)NC2CCCC2)N(C(=O)c2snc(C(N)=O)c2N)c2cccc(O)c2)cc1 (configuration not stated)	i	2	-1.2	-8	-0.1	-2	1	-3	-1	-0.6
CCOC(=O)c1oc2ccc(S(=O)(=O)n3nc(-c4ccc(OC)cc4)cc3N)cc2c1C	i	20	-0.3	-11	4.1	-2	2	3	-19	0.0
CC(C)=CC(=O)OCC(=O)Nc1cc([N+](=O)[O-])ccc1F	i	-1	1.5	1	-0.7	-11	-2	-10	-4	-0.7
O=C(COC(=O)c1cc(NS(=O)(=O)c2cccs2)ccc1O)Nc1ccc(F)c(F)c1F	i	-9	0.9	-5	1.6	4	-2	3	-11	-0.3
CC(C)NC(=O)CN1CCN(C(=O)c2ccc3oc(CCCc4ccccc4)nc3c2)CC1	i	-1	0.9	-1	-1.1	-3	0	2	-1	-0.7
Cc1c(C(=O)N/N=C/c2cccnc2)sc(=S)n1C	i	3	4.2	-2	-1.5	-11	1	3	-6	-0.4
Clc1ccc(SCc2cn3ccsc3n2)cc1	i	0	0.4	-3	1.9	-2	-2	1	-1	-0.2
CCCN(CC(=O)Nc1ccc(C(N)=O)cc1)CC(=O)Nc1ccccc1C	i	-5	-0.7	-1	0.3	1	-1	1	9	0.0
CCS(=O)(=O)N1CCC(C(=O)NCc2ccc(OC)cc2OC)CC1	i	-7	-0.8	-1	-1.9	-1	1	3	-11	0.0
Cn1c(C(C#N)C(=O)c2ccco2)nc2ccccc21 (configuration not stated)	i	0	5.1*	1	0.8	0	0	-14	11	-0.7
CC(Cc1ccccc1)NC(=O)c1cc([N+](=O)[O-])ccc1Cl (configuration not stated)	i	-5	-1.5	3	-0.5	-16	3	1	3	2.1
CCN(CC)C(=O)CP(=O)(c1ccccc1)c1ccccc1	i	-7	-0.6	4	-3.9	-1	-4	2	-11	-0.5
O=C(NCc1cccc(F)c1)c1noc2c1CCCC2	i	-1	-0.2	0	-0.7	0	-2	5	-10	-0.2
COc1ccc(S(N)(=O)=O)cc1-c1nnc2c3ccccc3c(C)nn12	i	-4	1.3	-2	-2.8	1	-1	1	0	0.0
FC(F)(F)c1cc(-c2ccco2)nc(NCc2cccnc2)n1	i	-1	1.1	-13	0.9	-3	-1	3	-7	-0.1
Cc1nccc(-c2ccc3c(c2)OCO3)n1	i	-1	0.9	2	-0.2	-3	0	5	-7	-0.4
O=C(CSc1nnc2ccccn12)NC(=O)Cc1ccccc1	i	-1	0.9	1	-0.4	2	0	1	2	-0.3
Clc1ccc(Sc2cc(N3CCOCC3)nc(-c3ccccc3)n2)cc1	i	6	0.7	-5	1.6	1	-2	1	14	-0.1
CC(C)n1c(SCC(N)=O)nc2c1c(=O)[nH]c(=O)n2C	i	-2	-0.3	0	-0.9	17	-2	-1	-4	-0.4
Cn1ccnc1SCc1cccc([N+](=O)[O-])c1	i	5	-0.5	-1	0.7	-11	0	0	-1	0.1
CCOC(=O)c1c(NC(=O)CSc2nnc(CNc3ccc(C)cc3C)o2)sc(C)c1C	i	2	0.5	-3	4.9	4	3	0	-15	-0.7
COc1ccc(Nc2nc(Cl)nc(Nc3ccc(OC)cc3)n2)cc1	i	1	1.0	-1	0.2	-1	-4	1	-6	0.4
CCOc1cc(/C=N/NC(=O)CNc2ccc(C)cc2)ccc1OC(=O)c1ccccc1	i	33*	1.0	4	0.7	2	1	9	-11	-0.6
CC(=O)Nc1ccc(C(=O)NCCc2ccccc2)cc1	i	4	-0.7	-1	-2.1	2	0	-12	-10	-0.7
C=CCNC(=O)c1cc2cc(Cl)ccc2nc1N	/	4	1.1	/	1.9	-1	/	-4	/	-0.2
COc1ccc(N2CCN(c3ccc(N4C(=O)COCC4=O)cc3[N+](=O)[O-])CC2)cc1	i	-2	0.0	-1	1.3	-19	1	-14	0	-1.2
O=C(O)CCCCCNC(=O)Cn1nnc2ccccc2c1=O	i	-2	-0.5	0	1.0	-2	-1	-2	6	-1.1
O=C(/C=C/c1ccccc1Cl)Nc1cccc(O)c1	i	1	0.7	-10	2.4	-8	1	-2	-4	-0.4
C=CCc1c(C)nc(-c2ccccc2)nc1N/N=C/c1ccncc1	i	-6	4.3	-3	1.5	-6	-1	3	2	0.3
O=S(=O)(CCN1CCSCC1)c1ccccc1	i	-2	0.2	8	-1.3	9	-2	1	3	0.0
CCCOc1ccc(CSc2nc3ccccc3[nH]2)cc1	i	1	-1.2	5	0.0	0	-1	0	-4	-1.0
COc1cc(S(=O)(=O)NCc2ccc3c(c2)OCO3)c(OC)cc1C	i	-4	-0.8	2	-0.9	-1	4	-1	-6	0.5
CN(CC(=O)Nc1cc(Cl)ccc1Cl)C1CCS(=O)(=O)C1 (configuration not stated)	i	5	0.0	2	-1.2	-2	-4	-4	-2	-0.4
Cc1c(NC(=O)CSc2ncnc3c2cnn3-c2ccccc2)c(=O)n(-c2ccccc2)n1C	i	2	0.1	0	0.2	6	0	0	-2	-0.1
(continued)
SMILES	Rpn11 inh	NadD block	MsrA inh	DNMT1 inh	LMPTP inh	SUMO1-SIM PPI	STEP block	CSN inh	Scp1 inh	TbMetRS inhib
O=C(N/N=C/c1cccs1)c1cccnc1	i	-6	4.2	1	-4.2	-15	0	-3	8	-0.1
COc1ccc(CC(N)c2csc(NC(=O)c3cc(C(C)(C)C)nn3Cc3ccccc3)n2)cc1 (configuration not stated)	i	21	0.0	-12	0.8	-143	3	7	/	-0.5
Cc1ccc(C2N(c3cccc(Cl)c3)C(=O)N3CCCN23)cc1 (configuration not stated)	i	-6	0.7	1	3.7	2	-1	-2	-15	0.1
COc1ccccc1N(CC(=O)NC1CCCC1)C(=O)C1(C)CC(=O)N=C2C=CC(C)=CN21 (configuration not stated)	i	-2	0.4	2	-0.3	1	-1	1	-2	-0.5

Results in Scp1 inh, DNMT1 inh and CSN inh (three entries from above):
Molecule | Scp1 inh | DNMT1 inh | CSN inh
COc1ccc(CC(N)c2csc(NC(=O)c3cc(C(C)(C)C)nn3Cc3ccccc3)n2)cc1 (configuration not stated) | / | -12 | 7
COc1ccccc1N(CC(=O)NC1CCCC1)C(=O)C1(C)CC(=O)N=C2C=CC(C)=CN21 (configuration not stated) | -2 | 2 | 1
O=C(N/N=C/c1cccs1)c1cccnc1 | 8 | 1 | -3
